CAL PDZ FP-1: CAL PDZ peptide-binding inhibitors, primary screen, biochemical, fluorescence polarization, Cer-tagged CAL PDZ, HTS; actives 0.02% (n = 330,000); purified CAL PDZ, TMR-peptide fluorescence polarization, 1 h; inhibition, % at 20 µM; Golgi-associated PDZ and coiled-coil motif-containing protein (Homo sapiens), Q9HD26; AID 504414, 2011;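 active means highest replicate inhibition of at least 40%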;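 further: plate controls were DMSO neutral control wells for no effect and unlabeled competitor peptide control wells for full effect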
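Test system: purified CerCALP PDZ construct; Compound dosing: one concentration, 20 µM compound; Also added: TMR-labelled reporter peptide T*-PRC34 bound in PDZ groove; Read-out: inhibition from polarization loss; Controls: unlabelled peptide and DMSO controls; Signal: FP readout, S and P plane fluorescence; Incubation: 1 h at RT.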
Rtt109 Vps75: inhibitors of C. albicans Rtt109/Vps75 HAT, primary screen, biochemical, ThioGlo CoA-SH fluorescence, plate reader; purified Rtt109/Vps75, 4 h; actives 0.16% (n = 330,000); AID 540336, 2011; inhibition, % at 34.9 µM;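 active means inhibition of at least 50% in every replicate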
Target sequence (Q5AAJ8 whole entry, looked up): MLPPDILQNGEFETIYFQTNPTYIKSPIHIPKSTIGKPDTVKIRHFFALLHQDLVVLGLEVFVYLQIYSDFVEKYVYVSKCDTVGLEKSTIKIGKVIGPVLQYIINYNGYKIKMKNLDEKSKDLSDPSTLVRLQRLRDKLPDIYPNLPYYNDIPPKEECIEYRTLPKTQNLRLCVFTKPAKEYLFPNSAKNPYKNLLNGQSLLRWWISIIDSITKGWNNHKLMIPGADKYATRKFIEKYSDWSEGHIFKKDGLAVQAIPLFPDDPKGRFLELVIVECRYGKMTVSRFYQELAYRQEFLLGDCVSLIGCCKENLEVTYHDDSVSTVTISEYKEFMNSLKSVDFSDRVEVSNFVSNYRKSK
Wnt bcat act: Wnt/beta-catenin pathway activators, primary screen, cell-based, plate reader, single point | actives 1.2% (n = 300,000) | activation, % at 9.35 µM | Wnt/beta-catenin reporter cell assay, activator | AID 743398, 2014; in the data active means activation above about 30%, passing the limit was not always enough;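 further: 0% = neutral control wells and 100% = positive control wells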
CDK5 inh: inhibitors of human CDK5/p35 kinase, primary screen, biochemical, single concentration; Recombinant CDK5/p35, ADP-Glo luminescence, 60 min; inhibition, % at 10 µM; actives 0.01% (n = 330,000); AID 488839, 2010;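 active means highest replicate inhibition of at least 50% and at least 75% of replicates reaching 50%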;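 further: plate controls were DMSO neutral control for no effect and GW8510 at 10 µM for full effect; many of its hits are not listed in these tables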
Target sequence (Q00535 whole entry, looked up): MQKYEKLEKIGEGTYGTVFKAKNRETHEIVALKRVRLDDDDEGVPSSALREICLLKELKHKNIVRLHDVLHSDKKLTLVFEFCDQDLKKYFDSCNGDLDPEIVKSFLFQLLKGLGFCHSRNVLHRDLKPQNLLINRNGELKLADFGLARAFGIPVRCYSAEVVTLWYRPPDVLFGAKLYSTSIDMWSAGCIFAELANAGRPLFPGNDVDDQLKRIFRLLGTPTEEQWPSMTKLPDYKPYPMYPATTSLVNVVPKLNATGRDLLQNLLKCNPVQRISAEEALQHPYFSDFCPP
Target sequence (Q15078 whole entry, looked up): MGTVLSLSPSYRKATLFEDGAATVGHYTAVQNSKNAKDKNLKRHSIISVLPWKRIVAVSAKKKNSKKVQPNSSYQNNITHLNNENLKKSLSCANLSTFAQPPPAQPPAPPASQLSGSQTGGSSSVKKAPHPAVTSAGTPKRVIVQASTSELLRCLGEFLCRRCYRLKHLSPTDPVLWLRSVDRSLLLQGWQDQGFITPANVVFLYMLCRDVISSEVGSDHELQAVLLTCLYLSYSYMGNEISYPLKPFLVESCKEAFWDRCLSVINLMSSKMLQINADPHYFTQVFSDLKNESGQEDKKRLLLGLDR
cardiac RTF act: cardiac RTF calcium sensitivity activators, primary screen, biochemical, IANBD-TnC fluorescence, EC20 calcium; Troponin I, cardiac muscle (Homo sapiens) + Troponin T, cardiac muscle (Homo sapiens) + …; IANBD-labeled TnC RTF fluorescence at EC20 calcium; 0% EC20 calcium, 100% full calcium; activation, % at 7.2 µM; actives 0.24% (n = 340,000); AID 493008, 2010;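 active means activation above the mean over all tested compounds plus 3 SD, cut at about 30% in these data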;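 further: rise in fluorescence read as greater calcium sensitivity of cardiac thin filaments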
CAL PDZ FP-2: untagged CAL PDZ binding inhibitors, primary screen, biochemical, fluorescence polarization, HTS; actives 0.92% (n = 300,000); purified CAL PDZ, TMR-peptide fluorescence polarization, 1 h; Golgi-associated PDZ and coiled-coil motif-containing protein (Homo sapiens), Q9HD26; AID 602252, 2012; inhibition, % at 24.9 µM;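 active means mean inhibition of at least 30% with at least half of replicates also reaching 30%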;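 further: 0% = DMSO neutral control and 100% = excess unlabeled competitor peptide PRC23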
Tat transport: E. coli Tat export inhibitors, primary screen, MC4100, TorA-mCherry reporter, fluorescence, single point. actives 0.036% (n = 340,000). inhibition, % at 10 µM. AID 488895, 2010;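 active means mean replicate inhibition at least 50% and at least half of replicates individually reaching 50%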;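 further: exported cargo escapes ClpAP degradation while cytoplasmic cargo is degraded and loses fluorescence; 0% = median of neutral control wells and 100% = median of NaSCN control wells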
MITF TRPM1 HTS: activators of MITF-driven TRPM1 promoter reporter, primary screen, cell-based, SK-MEL-5, luciferase, single point | actives 0.75% (n = 300,000) | activation, % at 12.5 µM | SK-MEL-5 TRPM1-promoter luciferase, 24 h; % of positive control, neutral wells = 0 | AID 588334, 2011;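 active means mean activation of at least 80% with every replicate also reaching 80%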;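 further: 0% = neutral control wells and 100% = parthenolide positive control wells; values of inactives mirror those of a sister screen read the other way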
dFosB activator: activators of delta FosB homodimer, primary screen, biochemical, fluorescence polarization, TAMRA-CDK5 oligo, single point | actives 0.99% (n = 340,000) | activation, % at 25 µM | purified delta FosB; percent of positive-control signal above neutral wells | Protein FosB (Mus musculus), P13346;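 active means mean activation above about 17%, with every replicate also reaching it, limit read from the data, passing the limit was not always enough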;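 further: fluorescence polarization rise as delta FosB binds a TAMRA Cdk5 AP-1 oligo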
V-ATPase pHluor: regulators of yeast V-ATPase proton pumping, primary screen, pHLuorin cytosolic pH fluorescence; S. cerevisiae; response, % at 10 µM; actives 0.37% (n = 350,000); AID 504577, 2011; in the data active means response mostly above about 7.3%, no sharp cut-off; inactive means mostly below about 5.4%; further: actives read high; inactives centre near 0; some compounds called inactive have numbers as strong as hits
* hit, by the source's call; . = not tested or not shown.

SMILES	CAL PDZ FP-1	Rtt109 Vps75	Wnt bcat act	CDK5 inh	cardiac RTF act	CAL PDZ FP-2	Tat transport	MITF TRPM1 HTS	dFosB activator	V-ATPase pHluor
COC(=O)CCNS(=O)(=O)c1ccc2nsnc2c1	-0.4	-9.0	0.4	-0.7	11.1	2.6	6.0	-2.1	-3.5	0.1
CC(=O)Nc1ccc(Nc2ccc3nonc3c2[N+](=O)[O-])cc1	.	-1.8	0.4	1.6	-0.5	-4.2	-5.8	-1.7	-0.1	-3.5
COc1ccccc1NC(=O)c1nc(S(=O)(=O)Cc2ccccc2)ncc1Cl	-2.4	-1.9	-11.1	0.2	-2.1	-0.7	0.7	-89.6	-0.1	-5.1
COc1ccc(C(=O)/C=C2/C(=O)Nc3ccccc32)c(OC)c1	-2.0	-31.7	2.5	-0.4	-4.2	-2.6	-3.3	-39.4	-4.0	4.4
CCC1=NN(C(=O)C(=O)NCCc2ccccc2)C(O)(C(F)(F)F)C1 (stereo unspecified)	-1.8	.	.	1.4	1.6	-3.9	1.7	5.2	0.7	-1.1
O=C(Nc1ccccc1)c1ccccc1CC[N+](=O)[O-]	-0.2	2.3	.	0.6	-1.0	0.8	-4.3	1.7	-5.4	-0.2
Cc1ccc(NC(=O)c2sccc2SCc2cccc(C(F)(F)F)c2)cc1	-1.8	-15.1	.	0.2	-3.4	.	7.6	-5.1	-2.5	1.1
O=C(COC(=O)c1ccc2c(c1)OCCO2)Nc1cc(S(=O)(=O)N2CCOCC2)ccc1Cl	-0.1	7.8	-9.4	-0.6	2.2	-2.0	-3.9	8.7	8.9	1.3
COc1ccccc1C(=O)CSc1nnc(-c2ccco2)o1	-4.7	-9.0	-1.5	1.5	2.1	3.5	1.8	28.3	-6.8	2.5
CC1Cc2cc(S(=O)(=O)N3CCC(C(=O)N4CCN(c5ccccc5F)CC4)CC3)ccc2N1C(=O)C1CC1 (stereo unspecified)	-2.5	21.8	-1.9	.	-9.4	2.0	9.5	-16.0	-2.6	0.3
Cc1ccc(-n2nnc(-c3cc4ccccc4n3C)n2)cc1	-0.1	8.2	10.6	0.3	-6.8	1.1	0.2	74.9	6.1	-0.6
Cc1cc(Cl)ccc1NC(=S)NCc1cccs1	-1.0	4.3	.	0.7	-9.0	-1.1	3.2	-17.9	4.1	-4.4
O=C(Nc1ccncc1)c1cc(F)cc(F)c1	-0.3	-3.6	.	1.0	9.5	-4.4	-1.4	3.2	-3.9	-2.7
CCNc1nc(CSc2ccccc2)nc2sc(C)c(C)c12	-0.5	1.0	.	-1.5	-2.8	0.9	1.3	-1.1	-7.2	-3.6
COc1ccc(NC(=O)CN(c2ccccc2C)S(C)(=O)=O)c(OC)c1	-0.8	10.2	0.0	0.8	-7.4	-1.4	1.2	.	-6.7	1.1

As a short view, 2 of the compounds above:
SMILES	CAL PDZ FP-1	Rtt109 Vps75	Wnt bcat act	CDK5 inh	cardiac RTF act	CAL PDZ FP-2	Tat transport	MITF TRPM1 HTS	dFosB activator	V-ATPase pHluor
CCNc1nc(CSc2ccccc2)nc2sc(C)c(C)c12	-0.5	1.0	.	-1.5	-2.8	0.9	1.3	-1.1	-7.2	-3.6
COc1ccc(NC(=O)CN(c2ccccc2C)S(C)(=O)=O)c(OC)c1	-0.8	10.2	0.0	0.8	-7.4	-1.4	1.2	.	-6.7	1.1

The listing continues.
SMILES	CAL PDZ FP-1	Rtt109 Vps75	Wnt bcat act	CDK5 inh	cardiac RTF act	CAL PDZ FP-2	Tat transport	MITF TRPM1 HTS	dFosB activator	V-ATPase pHluor
COc1ccc(OC)c(NC(=O)COC(=O)Cn2nnc(-c3ccccc3)n2)c1	-0.1	-2.9	2.1	-0.8	-3.5	-4.4	-3.6	0.9	-7.0	-7.7
CCCn1c2ccccc2c2cnn(CC(=O)NCCCN3CCN(c4ccccc4)CC3)c(=O)c21	-4.8	6.9	-1.1	0.5	-4.7	-4.4	4.8	-7.9	-7.5	-0.6
O=C1CCC/C1=C\Nc1ccc(Cl)c([N+](=O)[O-])c1	-0.6	-0.7	12.5	1.5	3.0	-3.8	-4.2	.	5.6	-0.4
CCOC(=O)c1c(NC(=O)C2CCCO2)sc(C(=O)OC(C)(C)C)c1C (stereo unspecified)	0.1	6.2	.	0.1	1.2	-2.5	-6.3	27.4	-5.1	0.1
FC(F)(F)c1cc(-c2ccco2)nc(-n2nnc3ccccc32)n1	-2.4	4.5	.	2.3	0.4	.	2.4	3.2	-12.6	0.2
CCCCCOC(=O)Cc1c(O)c2ccccc2[nH]c1=O	0.0	-1.5	0.5	-0.7	-3.4	.	-0.9	.	-1.1	1.6
CCC(=O)N1CCc2cc(S(=O)(=O)CCC(=O)NC(C)CC)ccc21 (stereo unspecified)	-2.0	-9.2	-1.8	-1.3	-4.2	0.0	-0.7	-2.7	1.6	0.4
COc1cc(/C=N/NC(=O)c2sc(N)c(C#N)c2C)cc(Br)c1O	1.3	-2.1	.	0.8	-1.3	4.0	3.9	13.4	1.3	2.2
COc1ccc(/C=N/NC(=O)c2nn(C)cc2Br)cc1CSCc1ccco1	-3.9	18.2	1.9	-0.6	-3.0	-2.1	6.4	15.0	-8.4	0.5
CCN(C(=S)Nc1cccc(C)c1)c1ccccc1	0.0	1.8	10.2	-1.2	1.4	-1.4	-2.4	22.6	5.8	1.2
CCN(C(=O)CSc1nc(-c2cccs2)nc2ccccc12)C1CCS(=O)(=O)C1 (stereo unspecified)	-2.4	7.3	-2.3	-0.3	-6.8	5.8	-5.0	2.9	-28.6	-0.2
O=C(CC1CCCC1)N1CCCC(Nc2ccc(F)cc2)C1 (stereo unspecified)	-2.8	1.8	-2.9	0.5	-2.0	1.1	0.4	2.3	-3.2	1.5
O=C(/C=C/c1ccccc1[N+](=O)[O-])OC1CCCCC1=O (stereo unspecified)	-2.8	-7.9	-2.7	0.6	-1.5	-2.7	-1.1	8.4	-5.2	-2.7
Cc1ccc(Oc2c(CO)c(-c3ccccc3)nn2C)cc1	-0.2	-2.6	-0.7	0.5	-1.1	-1.4	-5.7	-0.3	1.5	0.0
C=C(C)Cn1c(NCCC)nc2c1c(=O)n(C)c(=O)n2C	-0.5	-26.5	-1.6	0.2	0.2	.	-7.8	.	-5.0	-2.5
CC(=O)Oc1ccc(C(=O)[C@H]2[C@H]3C(=O)N(c4cccc5ccccc45)C(=O)[C@H]3[C@@H]3C=CC=NN32)cc1	-3.2	3.8	-11.5	-4.2	0.5	-0.1	-3.7	-17.5	-3.7	-2.8
CCC(=O)Nc1c(-c2ccccc2)c(=O)c2ccccc2n1C	0.1	-5.0	0.4	-0.1	-0.4	.	20.8	-10.9	-1.6	2.3
CC(=O)C1[C@H](N(C)C)CC2C3CC=C4CC(O)CC[C@]4(C)C3CC[C@@]21C (stereo partly specified)	0.9	-8.8	-2.0	-0.3	-2.0	-4.5	1.3	8.8	-0.7	1.1
CCC1CCCCN1C(=O)CSc1nc(N)c(NC(=O)c2ccc(OC)c(OC)c2)c(=O)[nH]1 (stereo unspecified)	-0.2	-1.4	-0.8	-0.3	1.6	-1.0	1.5	-8.5	0.7	2.4
CCOc1ccccc1NC(=O)CN(c1ccc(C)cc1)S(=O)(=O)c1c(C)noc1C	-0.1	-2.5	-4.0	0.0	-5.4	-5.1	10.2	0.0	-0.7	-2.6
O=C1CCCN1c1ccc(S(=O)(=O)N2CCN(c3ccccc3)CC2)cc1	-1.7	-0.8	-2.2	-1.3	2.2	-3.0	-8.6	4.0	-2.7	2.9
CC1(O)N(Cc2ccccc2)C(=O)OC12CCCCC2 (stereo unspecified)	-1.9	-2.0	-0.7	2.6	5.3	0.0	9.9	-0.7	4.6	5.0
COc1ccc(-c2noc(CCCC(=O)N3CCOCC3)n2)cc1	-6.6	6.4	-0.7	1.4	3.2	17.9	-4.0	-0.9	-12.1	0.2
C[C@H]1CN=C(Nc2ccccc2)N1CCC1CCCCC1	0.0	1.3	-5.9	-2.1	0.0	-1.7	12.0	11.8	1.2	-0.8
O=C(O)CCC(=O)c1c[nH]c2ccccc12	-2.1	5.0	.	-0.9	0.3	-4.8	-8.7	.	2.2	2.2
O=C(O)CCC/C=C\C[C@@H]1[C@@H](/C=C/[C@@H](O)COc2cccc(Cl)c2)[C@H](O)C[C@@H]1O	-0.7	4.8	0.4	1.7	-4.8	1.7	22.0	2.2	2.7	-0.4
CCCc1nnc(NC(=O)c2cccc(OC)c2)s1	-2.4	-3.5	18.4	-0.6	2.5	.	6.4	86.1*	-5.4	0.5
Cc1noc(C)c1COC(=O)c1ccc(S(=O)(=O)N2CCCCC2)cc1	0.6	-6.1	-8.5	0.8	-1.2	-4.2	-12.3	8.3	-4.2	2.2
CC(C)Oc1cc(NC(=O)CS(=O)CC(=O)Nc2cccc(C(F)(F)F)c2)c(Cl)cc1Cl (stereo unspecified)	-1.8	1.0	-2.1	-1.8	-2.3	-1.6	-3.5	-16.8	-10.7	4.4
COc1ccc(CC2(C)OC(c3ccc(C)cc3)=NN2C(C)=O)cc1 (stereo unspecified)	-0.8	4.8	.	1.3	0.5	-5.5	11.9	5.6	-5.0	1.3
C[C@@H](NC(=O)Cn1cnc2c(NCc3ccccc3)ncnc21)c1cccc2ccccc12	-0.2	-0.3	-1.1	0.6	-4.5	-2.3	-4.1	7.6	37.7*	2.0
CC(=O)Nc1ccc(NC(=O)CN(c2cccc(C)c2)S(C)(=O)=O)cc1	-2.2	8.7	.	1.9	4.8	.	-7.1	-4.2	-9.5	1.0
CC(=O)Nc1nc(C)c(Oc2cccc(C(F)(F)F)c2)c(=O)[nH]1	-1.5	-2.6	0.4	0.3	-1.4	-0.9	1.3	-2.1	1.4	-1.4
CN(C)C(=O)c1cc(Cl)ccc1Sc1cc(Cl)ccc1Cl	-1.5	-2.4	.	-0.7	-1.0	0.5	-2.4	7.5	5.1	0.4
c1cc(-c2noc(CC3CCCCC3)n2)ccn1	-1.4	6.1	.	0.1	2.5	.	-2.6	63.3	-5.9	1.4
Cc1ccc(S(=O)(=O)Nc2cc(C(F)(F)F)ccc2N2CCOCC2)cc1C	-1.6	-0.8	-2.3	0.3	-4.3	-1.6	-9.3	5.0	-5.2	-2.2
COC(=O)Cn1cnc2c(cnn2-c2ccc(OC)cc2)c1=O	-0.4	0.0	0.9	0.6	0.5	.	-4.1	36.0	4.2	0.8

Screens (PubChem BioAssay)
